Compound activity from PubChem.
ABCB6 inh 2 – human ABCB6 transporter inhibition; hit rate 0.19% among 360,000; fluorescence ratio to DMSO, % at 10 µM; K562-ABCB6 porphyrin accumulation, flow cytometry, 1 h; hits give low values;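 active means fluorescence ratio to DMSO below 75%, the collection mean minus 3 SD; inconclusive means too few cells collected in the well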;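 further: signal is porphyrin accumulated inside mitochondria; 100% equals median channel fluorescence of DMSO control wells; lower ratio means ABCB6 inhibition with less porphyrin fluorescence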
MC4R antagonist – antagonists of human melanocortin 4 receptor (MC4R); P32245; MC4R-expressing cells, MTII-stimulated cAMP, LANCE TR-FRET; inhibition, % at 6.5 µM; hit rate 0.48% among 360,000; AID 540295;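 active means inhibition above its plate's cutoff, the mean of tested wells on that plate plus 3 SD, cut at about 29% in these data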;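 further: 0% = Melanotan II alone and 100% = Melanotan II plus saturating MCL0020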
Target sequence (P32245 whole entry, looked up): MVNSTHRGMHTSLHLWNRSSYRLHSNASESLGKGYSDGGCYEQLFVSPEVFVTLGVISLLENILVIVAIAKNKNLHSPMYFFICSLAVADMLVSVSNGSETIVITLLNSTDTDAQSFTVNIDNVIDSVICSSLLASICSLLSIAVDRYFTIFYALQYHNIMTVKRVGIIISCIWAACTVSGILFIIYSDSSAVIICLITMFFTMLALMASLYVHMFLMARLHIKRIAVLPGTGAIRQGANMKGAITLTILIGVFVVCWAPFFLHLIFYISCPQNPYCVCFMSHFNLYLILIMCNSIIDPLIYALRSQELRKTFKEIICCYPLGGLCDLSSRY
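Assay system: U2OS-MC4R stable cell line; Also added: Melanotan II; Technique: Eu-cAMP/anti-cAMP TR-FRET, emission 671 nm; Times: 30-min compound, 1-h challenge, 1-h detection, room temperature.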
aDG glyco up – increases alpha dystroglycan glycosylation; activation, % at 10 µM; Pro5-aDG cells, alpha-DG glycosylation AlphaScreen (IIH6); 0% Pro5, 100% B10-LARGE cell signal; hit rate 0.22% among 360,000; AID 624168;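 active means activation of at least 8% versus controls, or a plate z-score of at least 8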;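 further: Pro5 are CHO cells carrying HIG-tagged alpha-DG that lacks glycosylation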
HTR2A ag – activates the mouse 5-HT2A serotonin receptor. CHO-K1 mHTR2A beta-arrestin complementation, luminescence; percent of 30 µM serotonin response. activation, % at 7.6 µM. hit rate 0.66% among 360,000;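 active means activation above a run cutoff, the mean activation of all tested compounds plus 3 SD, cut at about 14% in these data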;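 further: 0% = plate median of compound wells and 100% = 30 µM serotonin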
Target sequence (P35363 whole entry, looked up): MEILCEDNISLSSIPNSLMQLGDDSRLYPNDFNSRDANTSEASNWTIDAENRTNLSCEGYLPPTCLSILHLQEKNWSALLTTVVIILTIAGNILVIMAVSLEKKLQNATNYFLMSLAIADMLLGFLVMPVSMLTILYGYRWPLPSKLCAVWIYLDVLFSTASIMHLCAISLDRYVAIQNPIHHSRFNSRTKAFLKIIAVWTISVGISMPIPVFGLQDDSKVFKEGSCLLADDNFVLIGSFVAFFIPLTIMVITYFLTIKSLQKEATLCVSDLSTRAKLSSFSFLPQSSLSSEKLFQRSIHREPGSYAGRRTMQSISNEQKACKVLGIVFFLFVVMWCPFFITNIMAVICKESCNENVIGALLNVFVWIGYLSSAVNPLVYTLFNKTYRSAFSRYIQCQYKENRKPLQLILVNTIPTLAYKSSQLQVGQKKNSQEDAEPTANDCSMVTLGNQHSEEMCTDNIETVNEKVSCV
MC4R barr agon – human MC4R agonism via beta-arrestin; P32245; U2OS MC4R beta-arrestin complementation, luminescence; percent of melanotan II response, DMSO zero; activation, % at 8.9 µM; hit rate 0.98% among 360,000; AID 540308;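 active means activation above a per-plate cutoff, the mean activation of sample wells on that plate plus 3 SD, cut at about 8% in these data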
Cardio protect – protects H9c2 cardiomyocytes from peroxide injury | hit rate 0.63% among 360,000 | protection from H2O2 cell death, % at 20 µM | AID 588492 | H2O2 injury protection, ATPLite, 2 h;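 active means compounds giving at least 50% protection of heart cells from peroxide-induced death in the single-dose screen, raw or plate-pattern-corrected value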;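 further: 0% = DMSO wells with peroxide and 100% = DMSO wells without peroxide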
ABHD5 PLIN5 PPI – ABHD5-PLIN5 protein interaction inhibition; Split G. princeps luciferase complementation, luminescence, 4 h; inhibition, % at 4 µM; hit rate 0.78% among 360,000;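 active means inhibition above the mean inhibition across every tested compound plus 3 SD, cut at about 22% in these data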;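 further: 0% = DMSO only wells and the 100% control is not disclosed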
Granule exo inh – lytic granule exocytosis inhibition | TALL-104 LAMP-1 surface exposure, flow cytometry; cells stimulated with thapsigargin and PMA | hit rate 0.66% among 360,000 | inhibition, % at 10 µM | AID 651702;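 active means inhibition above about 55%, limit read from the data; inconclusive means no clear call, values can overlap the other calls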
hiPSC survival – increases survival of single human iPS cells; hit rate 0.044% among 360,000; survival enhancement, % at 20 µM; hiPSC single-cell survival, ATPlite luminescence; 100% = ROCK inhibitor wells, 0% = DMSO; AID 602274; in the data active means survival enhancement above about 18%;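 further: cells exposed to compounds for 16 hours before the ATP read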
N-glyco inh – N-linked glycosylation inhibition | AID 588692 | D54 ERlucT glycosylation luciferase reporter, 24 h; percent of 100 nM tunicamycin response | reporter increase, % at 12.5 µM | hit rate 0.23% among 360,000;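 active means mean luciferase reporter signal, scaled so untreated is 0 and the glycosylation-blocking control 100, at or above a set limit in every replicate; inconclusive means mean reaches the limit but not every replicate does; inactive means mean below the limit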;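 further: luciferase carries N-glycosylation sites so blocking glycosylation raises the light; 0% = median of neutral control wells and 100% = median of 100 nM tunicamycin wells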
Numbers without * were called inactive.

`O=S(=O)(Nc1ccc2[nH]ncc2c1)c1ccccc1Cl` gave ABCB6 inh 2 98, MC4R antagonist 7, aDG glyco up 0.0, HTR2A ag -1, MC4R barr agon 0.1, Cardio protect 3, ABHD5 PLIN5 PPI 3, Granule exo inh -12, hiPSC survival -0.4 and N-glyco inh -2.
`COCC(=O)NNC(=O)Cc1ccc(Cl)cc1` gave ABCB6 inh 2 99, MC4R antagonist 8, aDG glyco up -0.3, HTR2A ag 2, MC4R barr agon -2.8, Cardio protect 0, ABHD5 PLIN5 PPI -2, Granule exo inh -11, hiPSC survival 6.7 and N-glyco inh 3.
Screening CN1C(=S)SC(/[N+]([O-])=C\c2ccc(Cl)cc2)C1(C)C (stereo unspecified) returned ABCB6 inh 2 92, MC4R antagonist -1, aDG glyco up -0.1, HTR2A ag 5, MC4R barr agon -2.4, Cardio protect 18, ABHD5 PLIN5 PPI -1, Granule exo inh 1, hiPSC survival 0.1 and N-glyco inh 1.
`CCOC(=O)N/N=C/C(Cl)=C/c1ccccc1` gave ABCB6 inh 2 91, MC4R antagonist 0, aDG glyco up -0.1, HTR2A ag 2, MC4R barr agon -1.3, Cardio protect -9, ABHD5 PLIN5 PPI 9, Granule exo inh -5, hiPSC survival -0.7 and N-glyco inh 2.
`COc1cccc(C2(O)CCN(C(=O)C(C)C)CC2)c1` gave ABCB6 inh 2 96, MC4R antagonist 3, aDG glyco up 0.0, HTR2A ag 5, MC4R barr agon -1.9, Cardio protect 4, ABHD5 PLIN5 PPI 1, Granule exo inh -5, hiPSC survival -0.3 and N-glyco inh 1.
For Cc1oc2c(c(C)cc3oc(=O)c(CC(=O)NCCC(=O)O)c(C)c32)c1C the results were ABCB6 inh 2 99, MC4R antagonist -2, aDG glyco up 0.4, HTR2A ag 3, MC4R barr agon 0.0, Cardio protect 2, ABHD5 PLIN5 PPI 2, Granule exo inh inconclusive, hiPSC survival -0.4 and N-glyco inh 2.
Screening CC(C)(C)OC(=O)CNC(=O)c1nc[nH]c1C(=O)N1CCNCC1 returned ABCB6 inh 2 86, MC4R antagonist 1, aDG glyco up 0.1, HTR2A ag 7, MC4R barr agon -2.1, Cardio protect 2, ABHD5 PLIN5 PPI -3, Granule exo inh 4, hiPSC survival 0.9 and N-glyco inh 1.
O=C(COC(=O)Cc1ccc(Cl)cc1)Nc1ccc(OC(F)F)cc1 was read as ABCB6 inh 2 99, MC4R antagonist 20, aDG glyco up -0.3, HTR2A ag 2, MC4R barr agon 2.3, Cardio protect -11, ABHD5 PLIN5 PPI 4, Granule exo inh 0, hiPSC survival 1.4 and N-glyco inh 0.
Cc1c(C(=O)C(=O)N2c3ccccc3CC2C)c2ccccc2n1C (stereo unspecified) was read as ABCB6 inh 2 92, MC4R antagonist 0, aDG glyco up 0.0, HTR2A ag 1, MC4R barr agon -1.1, Cardio protect -3, ABHD5 PLIN5 PPI 1, Granule exo inh -4, hiPSC survival 0.7 and N-glyco inh 11.
Screening Cc1csc(NC(=O)CSc2ccc([N+](=O)[O-])cn2)n1 returned ABCB6 inh 2 98, MC4R antagonist 3, aDG glyco up 0.1, HTR2A ag 2, MC4R barr agon -3.0, Cardio protect 8, ABHD5 PLIN5 PPI -2, Granule exo inh 0, hiPSC survival 0.1 and N-glyco inh 0.
For Cc1cccc(CSc2ccc3nnc(-c4cccs4)n3n2)c1 the results were ABCB6 inh 2 97, MC4R antagonist 4, aDG glyco up 0.3, HTR2A ag -3, MC4R barr agon -0.6, Cardio protect 7, ABHD5 PLIN5 PPI 1, Granule exo inh 1, hiPSC survival 0.2 and N-glyco inh 1.
For COc1cc(CNCCN2CCOCC2)ccc1OCc1ccc(Cl)cc1Cl the results were ABCB6 inh 2 96, MC4R antagonist -2, aDG glyco up 3.0, HTR2A ag -5, MC4R barr agon -2.3, Cardio protect 12, ABHD5 PLIN5 PPI 24*, Granule exo inh 3, hiPSC survival -4.6 and N-glyco inh 1.
`CCOC(=O)c1ccc(CSc2nnc(C)n2N)o1` gave ABCB6 inh 2 94, MC4R antagonist 3, aDG glyco up -0.2, HTR2A ag -1, MC4R barr agon -2.2, Cardio protect 6, ABHD5 PLIN5 PPI 1, Granule exo inh -1, hiPSC survival -0.5 and N-glyco inh 0.
COc1cc(OC)cc(C(=O)Nc2cccc(NC(=O)c3ccccc3)c2)c1 was read as ABCB6 inh 2 99, MC4R antagonist 11, aDG glyco up -0.1, HTR2A ag 6, MC4R barr agon -1.3, Cardio protect 18, ABHD5 PLIN5 PPI 0, Granule exo inh 1, hiPSC survival -0.6 and N-glyco inh 1.
COc1ccc(N(CC(=O)NCCSCc2ccco2)S(=O)(=O)c2ccccc2)cc1OC was read as ABCB6 inh 2 96, MC4R antagonist 11, aDG glyco up -0.2, HTR2A ag -3, MC4R barr agon -3.0, Cardio protect 9, ABHD5 PLIN5 PPI -4, Granule exo inh -6, hiPSC survival 0.2 and N-glyco inh -2.
Screening CCOc1ccc(NC(=O)[C@@H](NC(=O)c2ccccc2)[C@@H](C)CC)cc1 returned ABCB6 inh 2 105, MC4R antagonist 6, aDG glyco up 1.8, HTR2A ag 4, MC4R barr agon -0.6, Cardio protect 4, ABHD5 PLIN5 PPI 1, Granule exo inh -4, hiPSC survival 1.1 and N-glyco inh 5.
For Cc1nn(C(=O)CCCC(=O)NCc2ccccc2)c2ccccc12 the results were ABCB6 inh 2 103, MC4R antagonist -4, aDG glyco up 0.0, HTR2A ag -5, MC4R barr agon -2.7, Cardio protect 2, ABHD5 PLIN5 PPI -8, Granule exo inh 0, hiPSC survival -0.4 and N-glyco inh 0.
O=C(NCCO)N1c2ccccc2Sc2ccccc21 was read as ABCB6 inh 2 101, MC4R antagonist 2, aDG glyco up -0.1, HTR2A ag 0, MC4R barr agon 0.2, Cardio protect -6, ABHD5 PLIN5 PPI 6, Granule exo inh -4, hiPSC survival -0.2 and N-glyco inh 2.
Screening Cc1ccccc1OCCSc1nc2ccccc2n1CCC(=O)O returned ABCB6 inh 2 98, MC4R antagonist 0, aDG glyco up 0.2, HTR2A ag 1, MC4R barr agon -1.3, Cardio protect 10, ABHD5 PLIN5 PPI -11, Granule exo inh -5, hiPSC survival -0.7 and N-glyco inh 2.
`C/C(=N\Nc1nc(-c2ccccc2O)nc2ccccc12)c1ccccc1` gave ABCB6 inh 2 96, MC4R antagonist 2, aDG glyco up -0.2, HTR2A ag -2, MC4R barr agon 2.2, Cardio protect -13, ABHD5 PLIN5 PPI 2, Granule exo inh 1, hiPSC survival -1.3 and N-glyco inh 1.

Retrieved one by one from the entries so far (three):
For Cc1cccc(CSc2ccc3nnc(-c4cccs4)n3n2)c1 the results were ABCB6 inh 2 97, MC4R antagonist 4, aDG glyco up 0.3, HTR2A ag -3, MC4R barr agon -0.6, Cardio protect 7, ABHD5 PLIN5 PPI 1, Granule exo inh 1, hiPSC survival 0.2 and N-glyco inh 1.
`COCC(=O)NNC(=O)Cc1ccc(Cl)cc1` gave ABCB6 inh 2 99, MC4R antagonist 8, aDG glyco up -0.3, HTR2A ag 2, MC4R barr agon -2.8, Cardio protect 0, ABHD5 PLIN5 PPI -2, Granule exo inh -11, hiPSC survival 6.7 and N-glyco inh 3.
For COc1cc(CNCCN2CCOCC2)ccc1OCc1ccc(Cl)cc1Cl the results were ABCB6 inh 2 96, MC4R antagonist -2, aDG glyco up 3.0, HTR2A ag -5, MC4R barr agon -2.3, Cardio protect 12, ABHD5 PLIN5 PPI 24*, Granule exo inh 3, hiPSC survival -4.6 and N-glyco inh 1.

More entries:
`COc1ccc(-c2ccc(NC(=O)c3ccc(Br)o3)cc2)nn1` gave ABCB6 inh 2 96, MC4R antagonist 5, aDG glyco up 0.0, HTR2A ag -4, MC4R barr agon 1.6, Cardio protect -5, ABHD5 PLIN5 PPI -1, Granule exo inh 0, hiPSC survival 0.5 and N-glyco inh -2.
Screening O=C1CN(c2ccc(Cl)cc2)C(=O)CN1NC(=S)Nc1ccc(Cl)cc1 returned ABCB6 inh 2 99, MC4R antagonist 1, aDG glyco up 0.0, HTR2A ag 1, MC4R barr agon 0.7, Cardio protect -7, ABHD5 PLIN5 PPI 1, Granule exo inh -2, hiPSC survival 0.1 and N-glyco inh 0.
COc1ccc2c(c1)c(C(=O)N/N=C/c1cccc(Br)c1)c(C)n2C was read as ABCB6 inh 2 96, MC4R antagonist 4, aDG glyco up 0.0, HTR2A ag -4, MC4R barr agon -0.4, Cardio protect -3, ABHD5 PLIN5 PPI -5, Granule exo inh 2, hiPSC survival -1.1 and N-glyco inh 0.
Screening CN(C)C(=O)c1cccc(-c2cnc3c(NC=O)cc(-c4ccc(N(C)C)cc4)cn23)c1 returned ABCB6 inh 2 158, MC4R antagonist -18, aDG glyco up -0.3, HTR2A ag -5, MC4R barr agon 8.6*, Cardio protect 14, ABHD5 PLIN5 PPI -8, Granule exo inh -2, hiPSC survival -0.2 and N-glyco inh -6.
CCC(C)NC(=O)[C@H]1N2C(=O)c3ccccc3C2SC1(C)C (stereo partly specified) was read as ABCB6 inh 2 88, MC4R antagonist 0, aDG glyco up 0.0, HTR2A ag 3, MC4R barr agon 0.2, Cardio protect 4, ABHD5 PLIN5 PPI 4, Granule exo inh 5, hiPSC survival 0.2 and N-glyco inh 2.
For OC[C@H]1O[C@@H](c2nc(-c3nc(-c4ccc(F)cc4)no3)cs2)[C@H](O)[C@@H](O)[C@H]1O the results were ABCB6 inh 2 97, MC4R antagonist 4, aDG glyco up 0.0, HTR2A ag 5, MC4R barr agon -1.6, Cardio protect 3, ABHD5 PLIN5 PPI -4, Granule exo inh -6, hiPSC survival -0.9 and N-glyco inh 0.
CC1(C)CC(=NOC(=O)c2ccccc2)CC(C)(C)N1O was read as ABCB6 inh 2 98, MC4R antagonist 4, aDG glyco up 0.0, HTR2A ag 2, MC4R barr agon 0.8, Cardio protect 3, ABHD5 PLIN5 PPI 15, Granule exo inh 2, hiPSC survival -1.0 and N-glyco inh 0.
O=C(CNC(=O)c1cccs1)OCc1ccc(Br)cc1 was read as ABCB6 inh 2 99, MC4R antagonist 6, aDG glyco up 0.0, HTR2A ag 7, MC4R barr agon -3.0, Cardio protect -6, ABHD5 PLIN5 PPI -1, Granule exo inh 1, hiPSC survival 1.0 and N-glyco inh 0.
COc1ccc(-c2ccc(OC)c(OC)c2OC)c(OC)c1OC was read as ABCB6 inh 2 98, MC4R antagonist 0, aDG glyco up 0.4, HTR2A ag 9, MC4R barr agon -2.5, Cardio protect 1, ABHD5 PLIN5 PPI -2, Granule exo inh 0, hiPSC survival -0.5 and N-glyco inh 3.
`COc1cccc(OCC(=O)NNC(=O)c2ccc(-c3ccccc3)cc2)c1` gave ABCB6 inh 2 97, MC4R antagonist 11, aDG glyco up -0.2, HTR2A ag -2, MC4R barr agon 3.1, Cardio protect 0, ABHD5 PLIN5 PPI -2, Granule exo inh 1, hiPSC survival 0.1 and N-glyco inh 2.
